AT treatment – potential ataxia-telangiectasia treatment. […] A-T fibroblasts, KAP-1 phosphorylation AlphaLISA; neocarzinostatin DNA damage 30 min before lysis. Potency, µM (doses to about 57.5 µM), inactives show top-dose activation, most hits filed as activators. 320,000 tested, 0.19% active. AID 485349; note: potency is the fitted concentration of half-maximal effect; % of control where 0% means no effect; nearly all actives have a fitted effect of over 45% in size
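ATM-like activity read as KAP-1 phosphorylation via AlphaLISA donor/acceptor antibody pairs after lysis and 6 hr at 25C. Cells were ATM-null patient fibroblasts ([…], hTERT), dosed 60 min, then exposed to the DSB inducer NCS for 30 min.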
KCNH2 WT inh – KCNH2 (human, wildtype) channel inhibition. AID 720551. 340,000 tested, 0.37% active. U2OS, BacMam KCNH2, thallium flux FluxOr; active compounds read low. activity change, % at 1.84 µM;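 active = maximum activity change below -70%; inconclusive = maximum activity change between -70% and -50%; inactive = maximum activity change above -50%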; note: % is set by controls: 0 for no effect and ±100 for the full control effect
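U2OS cells transduced with wild-type KCNH2 virus are loaded with FluxOr dye for 45 min, and thallium flux is measured in kinetic reads before and after stimulation buffer. Rate constants are normalized to DMSO controls.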
TCR act – activates T cell receptor signaling | AID 504894 | 330,000 tested, under 10 active | Potency, µM (series often up to 9.22 µM), inactives show at the top dose activation of IL-2 secretion, usual class: activators | primary human leukocytes, anti-CD3, IL-2 HTRF, 48 h; note: % of control where 0% means no effect
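1) Mix primary human leukocytes, a-CD3 beads and compound. 2) Incubate 48 hr. 3) Add HTRF IL-2 reagents (a-IL-2-K, a-IL-2-d2).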
TSHR antag – human thyrotropin receptor antagonism | TSHR-expressing cells, TSH-stimulated cAMP HTRF, 2 h; active compounds read low | activity change, negative = inhibition, % at 11.5 µM | 330,000 tested, 0.2% active | AID 504810 | P16473;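 active = activity change below a set negative limit, meaning inhibition stronger than a set level, cut at about -70% in these data; inconclusive = activity change between two set negative limits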; note: % is set by controls: 0 for no effect and ±100 for the full control effect
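Cell-based HTRF cAMP assay; TSHR cells + compound, TSH EC80 (4nM final), 2 h, 37 deg C. Lysis with anti-cAMP cryptate and cAMP-d2, 30 min RT, read 665/620 nm.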
KCNH2 3.1 block – inhibitors of human KCNH2 3.1 potassium channel isoform; activity change, % (tested at about 1.8 µM); U2OS KCNH2 3.1, thallium flux FluxOr; active compounds read low; 340,000 tested, 0.95% active;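 active = maximum activity change below -70%; inconclusive = maximum activity change from -70% to -50%; inactive = maximum activity change above -50%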;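 note: thallium influx rate constant from kinetic fluorescence after stimulation buffer; % is set by controls: 0 for no effect and ±100 for the full control effect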
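Normalized rate constant (relative to positive and negative DMSO controls) derived from a 2 min kinetic fluorescence read after stimulation; U2OS cells expressing the 3.1 isoform via virus at 1.77 x 10^8 /mL.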
TRPV1 agonist – human TRPV1 agonism; TRPV1-expressing cells, Fluo-8 calcium influx, agonist mode; activation, % at 8.33 µM; 320,000 tested, 0.19% active; in the data active = activation above about 80%; inconclusive = between about 30% and that limit; note: 0% is about no effect
Target sequence (Q8NER1 whole entry, looked up): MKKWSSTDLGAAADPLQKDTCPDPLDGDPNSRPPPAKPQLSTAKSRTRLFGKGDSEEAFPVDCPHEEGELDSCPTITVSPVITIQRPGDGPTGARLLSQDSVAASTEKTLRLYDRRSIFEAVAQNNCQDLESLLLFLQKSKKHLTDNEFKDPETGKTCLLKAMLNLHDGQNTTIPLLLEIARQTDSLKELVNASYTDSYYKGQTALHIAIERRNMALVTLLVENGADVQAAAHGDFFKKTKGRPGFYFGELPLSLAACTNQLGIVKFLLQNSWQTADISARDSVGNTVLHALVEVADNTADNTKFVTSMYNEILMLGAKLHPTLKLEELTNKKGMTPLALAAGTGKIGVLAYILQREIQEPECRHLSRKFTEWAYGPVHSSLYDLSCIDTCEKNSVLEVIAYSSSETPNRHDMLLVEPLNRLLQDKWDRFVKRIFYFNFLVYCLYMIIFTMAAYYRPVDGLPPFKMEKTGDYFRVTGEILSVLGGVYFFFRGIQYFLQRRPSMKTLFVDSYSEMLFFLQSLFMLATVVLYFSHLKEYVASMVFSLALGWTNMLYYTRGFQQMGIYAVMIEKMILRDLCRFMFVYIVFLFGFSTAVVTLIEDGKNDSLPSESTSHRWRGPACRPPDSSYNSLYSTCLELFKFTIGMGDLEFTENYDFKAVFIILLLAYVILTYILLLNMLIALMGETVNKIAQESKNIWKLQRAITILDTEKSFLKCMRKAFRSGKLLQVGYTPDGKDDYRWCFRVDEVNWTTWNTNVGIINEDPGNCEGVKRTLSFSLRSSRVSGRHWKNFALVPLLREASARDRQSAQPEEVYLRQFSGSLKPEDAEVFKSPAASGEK
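Fluo-8 calcium influx in TRPV1-expressing cells, kinetic read (ex 480/em 520 nm). Compound added and read 3 min for agonist activity, followed by capsaicin at EC20 final and 2 min further read for enhancement.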
Eya2 phos inh – blocks the phosphatase activity of human Eya2 | 330,000 tested, 0.006% active | recombinant Eya2, OMFP fluorescence dephosphorylation (OMFP is methylfluorescein phosphate) | Potency, µM (top dose mostly 76.9 µM), for inactives: top-dose activity, negative = inhibition, actives largely listed as inhibitors | O00167; note: potency is the fitted concentration of half-maximal effect; % is set by controls: 0 for no effect and ±100 for the full control effect
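Eya2 protein (added as 0.2 uM solution) was preincubated with compound for 10 min at ambient temperature in 50 mM HEPES pH 7.5, 50 mM NaCl, 5 uM MgCl2, 0.05% BSA, 1 mM DTT. OMFP (added at 50 uM) then reacted 10 min; fluorescence read at 485/525 nm.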
USP2a inh – USP2a (human) protease inhibition; USP2 core, Ub-CHOP2 coupled fluorogenic reporter, 485/531; O75604; AID 463254; Potency, µM (series often up to 38.3 µM), for inactives: top-dose activity change, negative = inhibition, actives largely listed as inhibitors; 330,000 tested, 0.01% active;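 note: potency is the fitted concentration of half-maximal effect; plate controls were DMSO wells for no effect and full inhibition by NEM control for full effect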
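USP2 core (10nM final) preincubated 30min RT with compound in 20mM Tris-HCl pH 8.0, 2mM CaCl2, 2mM beta-mercaptoethanol, 0.05% CHAPS; 25nM Ub-CHOP2 plus 25nM reporter substrate added, fluorescence (Ex485/Em531) read after 60min.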
Mito fusion yeast – mitochondrial division inhibition or fusion activation. S. cerevisiae fusion-defective mutant growth rescue, CellTiterGlo 48 h. Potency, µM (doses to about 46.1 µM), without a hit: top-dose growth rescue (activation), usual class: activators. 320,000 tested, 0.23% active. AID 485298;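 note: potency is the fitted concentration of half-maximal effect; % of control where 0% means no effect; nearly all actives have a fitted effect of over 45% in size; temperature-sensitive fusion mutants such as fzo1-1 at 37 °C on non-fermentable ethanol glycerol medium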
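S. cerevisiae fusion-defective temperature-sensitive mutants (e.g. fzo1-1, mgm1-5) grown 48 h at 37C in YPEG (ethanol/glycerol non-fermentable) medium with 23 nl compound per well; growth rescue read as CellTiterGlo luminescence.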
ELG1 repair inh – inhibitors of ELG1-dependent DNA repair in HEK293T cells. HEK293T ELG1-luciferase reporter, luminescence, 16 h; DNA damage induced by 5-fluorouridine. Potency, µM (series often up to 46.1 µM), for inactives: top-dose activity change, negative = inhibition, most hits filed as inhibitors. 330,000 tested, 2.3% active. AID 504467; note: potency is the fitted concentration of half-maximal effect; % is set by controls: 0 for no effect and ±100 for the full control effect; nearly all actives have a fitted effect of over 55% in size
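Step one: seed 2,000 cells per well. Step two: pin-transfer compound or DMSO alongside 5-fluorouridine. Step three: incubate 16 hr, 37 °C, 5% CO2. Step four: add ONE-Glo, wait 30 min, read luminescence.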
* = called active by the depositor; ? = inconclusive; / = no result given; [ ] = dose if it differs, or a comment. Unless noted, calls come from the whole dose curve; as a rule, active = well fitted curve in the direction sought with a large enough effect; inconclusive = small, poorly fitted or top-dose-only effect, or another doubt; inactive = no such curve, though single readings can be large; an effect the other way counts as inactive or inconclusive. The list is partial; the hit share may differ from the screen's.

SMILES	AT treatment	KCNH2 WT inh	TCR act	TSHR antag	KCNH2 3.1 block	TRPV1 agonist	Eya2 phos inh	USP2a inh	Mito fusion yeast	ELG1 repair inh
CCN(CC)c1ccc(/C=N/N2CCN(Cc3cccc4ccccc34)CC2)c(O)c1	5.1%	9.6	6.6%	6.4	-22.1	0.3	-4.0%	1.1%	-0.1%	-16.6%
CCc1ccccc1NC(=O)CN(C)C(=O)Cn1cnc2ccc(Cl)cc2c1=O	5.4%	39.0	-2.8%	-3.4	10.1	-2.3	16.1%	0.1%	-4.5%	-15.4%
Cc1nn(C)cc1CNC(=O)c1ccccc1Br	10.8%	2.4	-1.8%	-4.8	7.6	-6.8	3.5%	1.8%	-3.6%	5.5%
CCC(=O)Nc1nnc(S(=O)(=O)N(CC)c2ccc(OC)cc2)s1	0.2%	0.1	4.5%	4.6	-1.7	1.4	1.6%	-1.3%	6.4%	-8.4%
COc1ccc(NC(=O)CCCN2C(=O)CCC2=O)cc1Cl	3.7%	2.6	-6.0%	6.6	-0.5	-0.3	9.2%	-2.8%	-1.4%	9.4%
O=Cc1ccc(OCc2cn3ccccc3n2)cc1	6.9%	/	-7.0%	2.2	-36.5	5.4	-0.5%	-0.4%	-2.1%	?
O=C(c1cccs1)N1CCCC(c2nc3c(nnn3Cc3ccccc3)c(=O)[nH]2)C1 (configuration not stated)	-7.9%	1.2	1.9%	-3.5	5.8	1.0	-6.2%	7.3%	-1.7%	-1.9%
O=C(c1ccccc1CCc1ccccc1)N1CCN(c2ccccn2)CC1	-9.4%	-2.7	3.3%	27.8	3.0	?	-10.6%	-0.2%	28.0%	?
COC(=O)c1ccc(C(=O)N2CCCC(N3CCN(c4ccccc4)CC3)C2)nc1 (configuration not stated)	-12.6%	14.0	1.4%	10.8	0.2	-0.9	9.6%	-0.5%	-0.3%	11.2%
CCCCNc1c(-c2cccc(-c3cc(C(C)=O)cs3)c2)nc2cc(C)ccn12	23.4%	-19.3	-1.0%	-36.9	-70.6*	5.2	-5.5%	-0.2%	15.0%	?
CN1CCC(Oc2ccc(Sc3ccccc3)cc2)CC1	-11.7%	12.4	-4.9%[46.1 µM]	11.8	-1.4	-2.1	0.3%	2.3%	-17.7%	?
CS(=O)(=O)N(CCc1ccccc1)CC(=O)NCc1ccccn1	-0.6%	-5.3	-5.5%	2.2	-18.7	-0.1	-22.0%	1.2%	0.2%	8.5%
Cc1cc(C)cc(N(CC(=O)NCc2ccccc2Cl)S(=O)(=O)c2c(C)[nH]c(=O)[nH]c2=O)c1	-5.2%	-9.2	0.9%	-4.4	-14.0	0.0	-2.3%	3.1%	0.0%	-5.4%
CCOc1ccc(C(=O)NCC(=O)OCC(=O)NC2CCCC2)cc1	-1.7%	7.6	-2.1%	4.2	7.1	1.8	16.2%	0.2%	6.3%	7.2%
COc1ccc(OC)c(-c2csc(NC(=O)C3CSC4(C)CCC(=O)N34)n2)c1 (configuration not stated)	-5.5%	-0.7	0.0%	-4.2	1.9	-3.3	3.8%	2.2%	3.8%	-18.3%
COC(=O)/C=C1/SC(=NC(=O)c2ccc(OC)cc2)NC1=O	-13.5%	-3.7	8.0%	-18.1	9.0	9.3	1.5%	1.4%	1.8%	5.9%
S=C(NCc1ccccc1)N1CCN(C2CCCCC2)CC1	-2.2%	34.2	-1.5%	3.0	-29.3	14.9	0.6%	0.0%	-4.4%	-1.6%
CC(C)CCNC(=O)c1cn(CC(C)C)c(=O)c2c1c1ccccc1n2C	19.1%	-2.9	-7.8%	7.8	3.7	11.0	-1.1%	-0.2%	-1.4%	7.7%
CN(C)c1ccc(N=Nc2ccccc2C(=O)OCC(=O)N2CCCC2)cc1	-4.9%	-26.5	0.0%[46.1 µM]	-13.5	-82.6*	-1.4	-19.3%	1.6%	0.0%	?
O=C1NCCN1CCNS(=O)(=O)c1ccccc1[N+](=O)[O-]	0.9%	6.0	2.0%	-10.4	1.3	-2.3	2.3%	0.9%	1.7%	-7.9%
O=C(NC(Cc1c[nH]c2ccccc12)C(=O)NCc1ccc(F)cc1)OCc1ccccc1 (configuration not stated)	2.4%	-10.3	3.1%[46.1 µM]	-16.0	-17.7	18.2	2.2%	1.9%	0.8%	-24.2%
O=C(CSc1cn(CCNC(=O)c2ccc3ccccc3c2)c2ccccc12)NCc1ccco1	5.6%	-5.1	-5.5%	-12.2	44.5	-5.3	0.2%	-0.7%	0.8%	23.1µM*
O=Cc1cccn1-c1ncc(Br)cn1	2.8%	16.7	9.7%	1.5	5.6	2.0	-16.4%	4.1%	17.6%	8.6%
CCOc1cc(/C=N/NC(=O)c2cccc([N+](=O)[O-])c2)ccc1OS(=O)(=O)c1ccccc1	0.4%	-16.1	-4.7%	-13.4	-7.8	1.1	?	2.0%	6.0%	?
Cc1[nH]c2c(C)cccc2c1CCNC(=O)c1ccc2c(c1[N+](=O)[O-])C(=O)c1ccccc1C2=O	-6.6%	-3.4	1.7%	-14.9	1.3	-1.5	-12.9%	-0.9%	-5.0%	?
(list continues)
SMILES	AT treatment	KCNH2 WT inh	TCR act	TSHR antag	KCNH2 3.1 block	TRPV1 agonist	Eya2 phos inh	USP2a inh	Mito fusion yeast	ELG1 repair inh
C/C(=N\N1CCN(c2ccccc2)CC1)c1ccc(O)cc1	0.2%	16.2	-0.5%	-4.8	-10.8	0.5	-11.4%	4.7%	-0.8%	1.3%
CCOC(=O)C1(Cc2cccc(Cl)c2)CCCN(C(=O)c2c(CC)noc2C)C1 (configuration not stated)	9.5%	-22.7	0.7%	22.6	-0.8	?	-14.9%	0.2%	24.8%	?
Cc1cccc(OCc2nnc(SCC(=O)NC3CCCC3)n2C)c1	2.1%	-14.5	1.2%	0.4	0.2	-3.9	11.3%	2.0%	-3.6%	-0.5%
Clc1ccccc1CN1CCC(Cc2ccccc2)CC1	?	6.0	-4.6%[46.1 µM]	19.0	-15.8	-4.3	0.8%	1.8%	1.4%	-1.0%
S=C(c1cn(CCOc2ccccc2)c2ccccc12)N1CCCC1	-12.7%	0.8	2.9%	1.0	-2.8	18.3	2.6%	-4.1%	8.0%	4.9%
CCCCN(C(=O)CSc1nnnn1C)C1CCS(=O)(=O)C1 (configuration not stated)	2.3%	-9.7	2.8%	14.0	-4.9	-0.2	10.7%	1.2%	-1.6%	29.5%
Fc1ccc(-c2ccc(NCCN3CCOCC3)nn2)cc1	6.6%	-0.1	-0.2%	-27.0	5.6	-4.5	-6.6%	3.1%	-0.7%	?
CC(=O)Nc1sc2c(c1C#N)CC(C)(C)NC2(C)C	0.5%	-0.9	-0.3%	14.6	4.8	0.4	-7.2%	-0.9%	3.6%	25.1%
CC(C)NC(=O)Nc1ccc2c(c1)C(=O)N([C@H](C)CO)C[C@H](C)[C@@H](CN(C)S(=O)(=O)c1ccccc1)O2	-7.4%	-9.7	-1.0%	4.4	-1.3	/	-5.5%	5.4%	/	0.7%
CC1=C2C(CCS2(=O)=O)CC2(C1)C(=O)OC(C)(C)OC2=O (configuration not stated)	1.2%	1.6	4.3%	-3.6	3.3	-2.4	-4.5%	-0.2%	-1.6%	0.7%
O=C(O)CC1SC(=O)N(Cc2ccccc2)C1=O (configuration not stated)	6.1%	2.4	4.2%	1.3	-0.5	3.1	0.7%	0.5%	-1.4%	-3.7%
S=C1NC2(CCCCCC2)N=C1c1ccccc1	-1.2%	-1.8	-2.6%	-2.3	14.4	0.0	-8.8%	-0.5%	6.9%	-12.9%
CC(Sc1cccc[n+]1[O-])C(=O)Nc1cccc(S(=O)(=O)N2CCOCC2)c1 (configuration not stated)	-0.8%	0.8	2.1%	14.5	17.5	0.0	-17.3%	5.5%	-4.6%	-4.5%
NC(=O)c1c(NC(=O)C2CCCO2)sc2c1CCCC2 (configuration not stated)	-7.0%	6.6	0.7%[46.1 µM]	-4.4	11.9	1.0	7.8%	2.0%	-0.2%	?
COc1ccc(C(C)=O)c(OC(=O)c2ccc(OC)c(OC)c2)c1	7.2%	30.1	-0.9%	-2.6	8.6	-0.2	10.5%	-1.6%	5.9%	9.9%
COc1ccc(-n2c(CNC(=O)COc3ccccc3)n[nH]c2=S)cc1	0.1%	24.0	7.3%	2.2	-0.2	1.8	-0.9%	7.9%	2.8%	12.4%
O/N=C1/CCCSc2ccccc21	6.2%	-9.8	-0.2%	-1.7	-7.3	-3.9	7.0%	-7.9%	-27.4%	1.3%
O=C(O)CCCC(=O)Nc1cc([N+](=O)[O-])ccc1O	-0.4%	/	4.9%	0.8	14.2	1.9	7.7%	0.2%	-2.3%	-9.4%
O=C(c1ccccc1Cl)N1CCCC(c2nc3c(nnn3Cc3ccccc3)c(=O)[nH]2)C1 (configuration not stated)	-2.0%	11.0	0.9%	-6.7	8.6	?	-8.6%[15.4 µM]	3.7%	0.8%	?

An excerpt from above, limited to USP2a inh.
| mol | USP2a inh |
| --- | --- |
| O=C(c1ccccc1Cl)N1CCCC(c2nc3c(nnn3Cc3ccccc3)c(=O)[nH]2)C1 (configuration not stated) | 3.7% |
| S=C(c1cn(CCOc2ccccc2)c2ccccc12)N1CCCC1 | -4.1% |
